SW480 rerep: inducers of DNA re-replication in SW480 colon cancer cells; Potency, µM (series often up to 46.1 µM), for inactives: at the top dose re-replication activation, most hits filed as activators; SW480 DNA re-replication, Hoechst DNA content imaging, 48 h; hit rate 1.8% among 340,000; also: potency is read from the fitted curve at half-maximal effect; % of control where 0% means no effect; nearly all actives have a fitted effect of over 55% in size
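First, 250 cells per well were seeded. Next, compound or vehicle (23 nL) was pinned in, plates sat 48 hr at 37 C. Finally Hoechst was added for 40 min before fluorescence scanning.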
ATXN2 expr inh: inhibitors of ATXN2 expression. HEK-293 ATXN2-luciferase reporter, luminescence, 24 h. Potency, µM (series often up to 57 µM), inactives show at the highest dose activity change, negative = inhibition, usual class: inhibitors. hit rate 0.72% among 360,000; also: potency is read from the fitted curve at half-maximal effect; % is scaled to controls: 0 for no effect and ±100 for the full control effect; nearly all actives have a fitted effect of over 55% in size
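qHTS (up to 57 uM final) was run with 24 h compound exposure of reporter cells at 37 °C. Each well was multiplexed: SteadyGlo luminescence measured ATXN2-luciferase expression after a fluorogenic Gly-Phe-AFC viability readout (25 uM final).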
KB-V1 MDR tox: kills drug-selected multidrug resistant KB-V1 cells; KB-V1 MDR cells viability, CellTiter-Glo, 72 h; Potency, µM (series often up to 46.1 µM), inactives show top-dose activity change, negative = cytotoxicity, hits mostly cytotoxic; hit rate 3.4% among 400,000; also: potency is read from the fitted curve at half-maximal effect; % is scaled to controls: 0 for no effect and ±100 for the full control effect; nearly all actives have a fitted effect of over 60% in size
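qHTS viability screen in drug-selected KB-V1 MDR cells: 72 h compound treatment at 37 degrees C, ATP luminescence end point.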
MCF10A rereplic: induces DNA re-replication in MCF 10a normal breast cells | MCF 10A DNA re-replication, Hoechst nuclear intensity, 48 h | Potency, µM (doses to about 46.1 µM), for the others: at the top dose activity, positive = re-replication, usual class: activators | hit rate 2.9% among 350,000 | AID 624296; also: potency is read from the fitted curve at half-maximal effect; % of control where 0% means no effect; nearly all actives have a fitted effect of over 50% in size
KB-3-1 tox: KB-3-1 parental cell cytotoxicity. KB-3-1 viability, CellTiter-Glo ATP luminescence, 72 h. Potency, µM (titrated, usually from 46.1 µM), inactives show at the highest dose activity change, negative = cytotoxic, actives largely listed as cytotoxic. hit rate 1.4% among 400,000; also: potency is read from the fitted curve at half-maximal effect; % is scaled to controls: 0 for no effect and ±100 for the full control effect; nearly all actives have a fitted effect of over 60% in size
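Luminescent ATP read-out (CellTiter-Glo) measures survival of drug-naive KB-3-1 cells after 72 h compound exposure at 37 °C. Titration series was screened from lowest to highest concentration, with DMSO vehicle plates as background controls.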
S2 tox: viability counter-screen for ATXN expression inhibitors; hit rate 0.49% among 400,000; Potency, µM (doses to about 56.7 µM), most hits filed as cytotoxic; S2 cells (HEK-293 line with an ATXN2-luciferase reporter) viability, CellTiter-Fluor protease fluorescence, 24 h; AID 651635; also: potency is read from the fitted curve at half-maximal effect; nearly all actives have a fitted effect of over 40% in size
HT1080 IDH1KD tx: toxicity to HT-1080 IDH1 knockdown cells (counter line) | AID 686971 | HT-1080 IDH1 knockdown viability, ATP luminescence, 48 h | Potency, µM (highest dose often 46.1 µM), for the others: top-dose activity, negative = toxicity, most hits filed as cytotoxic | hit rate 2% among 360,000;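 also: potency is read from the fitted curve at half-maximal effect; 0% = DMSO wells and -100% = cell-free medium wells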
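HT-1080-IDH1KD cells (IDH1 knocked down), 750/well in RPMI with 5% FBS, treated with compound 48 h at 37 degrees C. Viability by CellTiter-Glo luminescence, normalised to DMSO and no-cell wells; concentration-response curves classed.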
IL1B secr inh: blocks inflammasome-driven IL-1 beta release | hit rate 4.7% among 360,000 | activity change, % at 57.5 µM | THP-1 LPS/ATP IL-1B secretion, AlphaLISA, 16 h; hits give low values | AID 743279; in the data active = activity change below about -50%; inconclusive = mostly about -30% to -49%; also: % is scaled to controls: 0 for no effect and ±100 for the full control effect
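Secreted IL-1B measured by AlphaLISA bead assay after 16 h compound exposure of THP-1 cells; compounds (final up to 57.5 uM) added 1 h before LPS (250 ng/mL) and ATP (1.25 mM) stimulation; lower signal means less secretion.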
HT1080NT lethal: kills 2HG-producing HT-1080-NT fibrosarcoma cells. Potency, µM (doses to about 46.1 µM), inactives show at the top dose activity, negative = less viability, usual class: cytotoxic. AID 686970. hit rate 1.6% among 360,000. HT-1080-NT fibrosarcoma viability, CellTiter-Glo ATP luminescence, 48 h;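 also: NT is the 2HG producing partner of a matched IDH1 knockdown line; potency is read from the fitted curve at half-maximal effect; 0% = DMSO-treated cells and -100% = media-only wells without cells; nearly all actives have a fitted effect of over 55% in size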
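HT-1080-NT fibrosarcoma cells (2HG-overproducing), 750 cells/well in RPMI with 5% FBS, dosed after 2 h and incubated 48 h at 37C. CellTiter-Glo luminescence normalized to DMSO and no-cell wells; concentration-response curves fitted and classed.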
* marks the source's active call; other numbers are inactive results; i = inactive; ? = inconclusive; nt = no result given; [ ] = another dose, or the depositor's remark. Unless noted, calls follow the shape of the dose curve; as a rule, active = well fitted curve in the direction sought with a large enough effect; inconclusive = small, poorly fitted or top-dose-only effect, or another doubt; inactive = no such curve, though single readings can be large; an effect the other way counts as inactive or inconclusive. A portion of the library; count on the stated rates, not on these rows.

Preview:
SMILES	SW480 rerep	ATXN2 expr inh	KB-V1 MDR tox	MCF10A rereplic	KB-3-1 tox	S2 tox	HT1080 IDH1KD tx	IL1B secr inh	HT1080NT lethal
CCOP(=S)(NN(Cc1ccccc1)C(=O)c1ccccc1)OCC	7%	-3%	?	12%	-18%	i	6%	-10	6%
O=C(c1cc([N+](=O)[O-])ccc1N1CCNCC1)N1CCOCC1	-24%	1%	-1%	-3%	16%	i	1%	17	3%

Results, from the start:
SMILES	SW480 rerep	ATXN2 expr inh	KB-V1 MDR tox	MCF10A rereplic	KB-3-1 tox	S2 tox	HT1080 IDH1KD tx	IL1B secr inh	HT1080NT lethal
CCOP(=S)(NN(Cc1ccccc1)C(=O)c1ccccc1)OCC	7%	-3%	?	12%	-18%	i	6%	-10	6%
O=C(c1cc([N+](=O)[O-])ccc1N1CCNCC1)N1CCOCC1	-24%	1%	-1%	-3%	16%	i	1%	17	3%
O=C(Nc1cccc(Cl)c1)OCC#CCN1CCCC1	-3%	13%	8%	14%	6%	i	-4%	-11	-1%
Cc1nc2c(c(=O)[nH]1)C(c1ccc([N+](=O)[O-])cc1)c1c(c3ccccc3oc1=O)O2 (configuration not stated)	-13%	-13%	-6%	-2%	1%	?	5%	-4	6%
Cc1ccc(S(=O)(=O)N(C)C[C@@H]2OCc3ccccc3-c3c(n(C)c4ccccc34)C(=O)N([C@H](C)CO)C[C@@H]2C)cc1	nt	?	?	nt	?	i	?	-28	-28%
CCN(CC)CCOC(=O)c1cc2cc(COC)ccc2o1	3%	6%	3%	7%	5%	?	5%	29	6%
O=c1c2ccccc2nc(/C=C/c2ccc(O)c(O)c2)n1-c1ccccc1	-2%	nt	?	?	-15%	nt	-21%	-16	-19%
O=C1CN(O)C(c2ccccc2Cl)=c2cc(Br)ccc2=N1	-1%	nt	-27%	23µM*	-11%	i	-6%	22	-3%
C=CCNC(=S)N1Cc2cc(Br)ccc2-n2nncc2C1	nt	11%	8%	nt	0%	i	0%	-5	-1%
Cc1ccc(CN2CCCN(Cc3ccc(Cl)cc3)S2(=O)=O)cc1	-2%	24%	6%	14%	16%	i	5%	3	1%
O=C(Cn1ncc2c3ccccc3n(Cc3cccc(Cl)c3)c2c1=O)N1CCC2(CC1)OCCO2	-4%[9.22 µM]	3%	-12%	?	0%	i	-2%	1	-18%
CCOP(=O)(OCC)/C(=N/OC(=O)c1ccccc1C)C(N)=O	-66%[inhibitor]	-9%	-7%	?	28%	i	?	-103*	-16%
CCOC(=O)c1c(C)c(C(=O)Nc2cc(OC)ccc2OC)c(C)n1CC	?	-13%	-12%	?	10%	i	7.1µM*	-2	7.1µM*
CCOC(=O)c1ccc(N=C(CC)c2c(O)n(C)c(=O)n(C)c2=O)cc1	-3%	-14%	4%	-1%	0%	i	-9%	-1	-3%
CN1C(=O)C(=Cc2sc(=O)n(-c3ccccc3)c2N2CCCCC2)C(=O)N(C)C1=O	-5%[9.22 µM]	-12%	-25%	?	-1%	i	-7%	-2	1%
COc1cc(/C=N/n2cnnc2)ccc1OC(=O)N(C)C	-3%	-4%	7%	1%	-12%	i	3%	15	0%
CNC(=O)Nc1ccc(C(O)(C(=O)OC)C(F)(F)F)cc1 (configuration not stated)	-5%	-5%	14%	3%	2%	i	4%	14	-2%
C/C(=C\C(=O)c1ccc(Br)cc1)NCc1ccccc1	-3%	48%[activator]	?	0%	-14%	?	14%[9.24 µM]	-2	1%
O=c1[nH]c(=S)n(C2CC2)c(O)c1C=Nc1ccc2c(c1)OCO2	-2%	26%	-2%	3%	30%	i	7%	26	16%
COc1ccccc1/C=C1\C(=O)NC(=S)N(c2ccccc2)C1=O	-1%	7%	28%	-10%	-4%	i	4%	0	9%
O=C(NCCN1CCC2(CC1)C(=O)NCN2c1cccc(F)c1)c1ccc2ccccc2c1	nt	13µM*	-20%	nt	?	32µM*	21µM*	?	15µM*
O=C(Nc1ccc(C(F)(F)F)cc1)c1cccn(Cc2ccc3c(c2)OC(F)(F)O3)c1=O	-8%	-20%	2.9µM*	?	8.2µM*	i	-4%	31	-13%
CCCCCc1nc2ccccc2c(=O)n1-c1ccc(C)cc1	nt	-5%	6%	nt	1%	i	nt	nt	nt
Cc1cccc(-n2c(CC3C(=O)Nc4ccc(C)cc43)nc3ccccc3c2=O)c1 (configuration not stated)	nt	-20%	16%	nt	7%	?	nt	nt	nt
COc1ccc(C(=O)CN2CCOCC2)cc1F	4%	5%	?	?	6%	i	3%	70	15%
O=C(NC1CCCCC1)N1Cc2cc(N3CCOCC3)ccc2-n2nncc2C1	nt	1%	-2%	nt	-1%	i	0%	-24	24%
CN1CCN(c2ccc(N)cc2)CC1	12%	-3%	8%	255%[0.0737 µM]	-2%	i	3%	1	-10%
COC(=O)C1=C(c2ccc(S(C)(=O)=O)cc2)C[C@@H]2CC[C@H]1N2C(=O)NCc1ccc(C(F)(F)F)cc1	?	-1%	-3%	-5%	-11%	i	-4%	7	-1%
NC1=Nc2ccccc2Oc2ccccc21	2%	-18%	-14%	?	-2%	i	6%	-5	1%
Cc1ccc(C(c2nnnn2Cc2ccccc2)N2CC=C(c3ccc(F)cc3)CC2)cc1 (configuration not stated)	2%	6%	5%	0%	0%	i	0%	-54*	3%
Cc1cccn2c(=O)c3c(nc12)N1CCC(Cc2ccccc2)CC1C1(C3)C(=O)N(C)C(=O)N(C)C1=O (configuration not stated)	-11%	-4%	?	?	-13%	i	-1%	-20	-14%
CCOP(=O)(/C(C#N)=C(\C)O)c1ccccc1 (configuration not stated)	-82%[inhibitor]	nt	-11%	-2%	-3%	i	0%	14	-2%
COc1ccc2c(c1O)[C@]13CCN(C)[C@H](C2)[C@@H]1CCC(=O)C3	-5%	-2%	-3%	3%	-1%	i	-3%	0	1%
CCCCN(C)C(=O)c1oc2ccc(S(=O)(=O)N3CCCCCC3)cc2c1C	-2%	?	2.6µM*	-8%	9%	i	?	-68*	?
COc1cc2c(cc1O)[C@@H]1Cc3ccc(OC)c(O)c3CN1CC2	?	-22%	7.3µM*	?	5.8µM*	i	2.6µM*	19	2.6µM*
c1ccc(C2OCCN3CCCCC23)cc1 (configuration not stated)	-4%	-14%	?	-4%	0%	i	17%	2	?
COc1ccc(OCC(=O)N2CCN(Cc3ccc(SC)cc3)CC2)cc1	-1%	-10%	-31%	0%	-13%	i	-10%	-4	-4%
CC1CCC(NCC(O)c2ccccc2)CC1 (configuration not stated)	-8%	-2%	6%	-3%	12%	?	7%	1	-3%
Cc1ccc(-c2cc(-c3ccccc3)cc(-c3ccccc3)[n+]2-c2ccccc2)cc1	13%[9.22 µM]	3.5µM*	11%	23µM*	?	13µM*	12µM*	-100*	?
COc1ccc(-n2nnnc2C(c2ccccc2OC(F)(F)F)N2CCC(n3c(=O)[nH]c4ccccc43)CC2)cc1 (configuration not stated)	nt	?	-5%	nt	?	?	?	nt	?
C[C@]12CCC(=O)C=C1CC[C@@H]1C2[C@H](O)C[C@]2(C)C(=O)CCC12 (some centres not stated)	0%	nt	17%	2%	4%	i	0%	-14	8%
COc1ccccc1N1CCN(Cc2cccc(OC)c2O)CC1	1%	-14%	?	-5%	-20%	i	-4%	0	1%
Cc1c(C=O)c2ccccc2n1Cc1ccccc1	1%	-2%	-4%	7%	-13%	i	-18%	5	-2%
Cc1cc(C(=O)NP(=O)(N2CCOCC2)N2CCOCC2)c(C)n1C1CC1	-7%	-27%	?	6%	10%	i	3%	13	-2%
CN1C2CCC1CC(=NO)C2	-2%	4%	9%	0%	17%	i	0%	11	11%
CCN(CC)CCOC(=O)c1ccc(N=Cc2c(O)[nH]c(=O)[nH]c2=O)cc1	-5%	2%	3%	12%	-1%	i	4%	23	6%
Cc1ccc(S(=O)(=O)N(C)C[C@H]2Oc3cc(Br)ccc3S(=O)(=O)N([C@H](C)CO)C[C@H]2C)cc1	nt	?	?	nt	?	?	-5%	-28	-20%
CC1=C(C(=O)O)N2C(=O)C(NC(=O)Cc3ccccc3)C2SC1 (configuration not stated)	1%	0%	27%	-10%	5%	?	14%	-5	9%
C=C(CO)CC1CC(O)[C@]2(C)OC3CC4OC5C[C@]6(C)O[C@]7(C)CCC8OC9C[C@]%10(C)OC%11C(C)=CC(=O)OC%11CC%10OC9C[C@@H](C)C8OC7CC6O[C@]5(C)C/C=C\C4OC3CC2O1 (some centres not stated)	-2%	-4%	?	-5%	?	i	8%	-26	8%
Cc1cccc(CCNCc2cc3cccc(C)c3[nH]c2=O)c1	0%	-31%	-11%	-13%	10%	i	?	-29	-14%
COC(=O)C1=CO[C@H](C)[C@H]2CN3CC[C@@]4(C(=O)Nc5ccccc54)[C@@H]3C[C@H]12	-6%	-2%	-6%	3%	0%	i	0%	0	2%
Cc1ccc(C(=O)Nc2ccccc2)cc1S(=O)(=O)N1CCCC1	nt	5%	15µM*	nt	?	i	nt	nt	nt
C#CCN1CCN(c2ccc(F)cc2)CC1	-1%	-2%	44%	0%	-11%	i	-1%	23	7%
OC1(c2ccccc2)CCNC2CCCCC21 (configuration not stated)	-2%	-11%	-11%	-22%	2%	i	2%	-21	1%
CCOC(=O)c1[nH]c(C)c(C(=O)N2CCC3(CC2)OCCO3)c1C	-4%	-1%	-3%	2%	-9%	i	20%	-5	8%
C=CP(=O)(O)c1ccccc1	-6%	-3%	13%	19%	4%	i	3%	-14	1%
CN1CCC2(CC1)CC(NC=O)c1ccccc1O2 (configuration not stated)	0%	8%	-2%	?	-11%	i	-4%	-15	-12%
CCN(CC)c1ccc(/C=C2\C(=O)NC(=O)N(CC3CCCO3)C2=O)cc1 (configuration not stated)	-8%	nt	19%	-2%	1%	i	-1%	-9	-1%
CCOC(=O)[C@]12Cc3c(cc(OC)c(OC)c3OC)[C@H]1N(CCC(=O)OC)C(=O)c1ccccc12	nt	?	?	nt	8.2µM*	?	?	-116*	?
